DUSP3 inh – inhibitors of human VHR1 phosphatase (DUSP3). recombinant VHR phosphatase, pNPP absorbance. inhibition, % at 13.3 µM. actives 0.52% (n = 290,000). AID 1654; in the data active = inhibition above about 50%; also: some compounds called inactive have numbers as strong as hits
Target sequence (P51452 whole entry, looked up): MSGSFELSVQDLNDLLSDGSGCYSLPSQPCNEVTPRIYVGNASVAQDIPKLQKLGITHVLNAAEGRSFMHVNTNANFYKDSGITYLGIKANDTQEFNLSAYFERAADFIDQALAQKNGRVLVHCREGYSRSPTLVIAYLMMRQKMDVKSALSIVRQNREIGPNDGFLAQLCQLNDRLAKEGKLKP
3CLpro inhibitor – SARS-CoV 3CLpro protease inhibition | P0C6X7 | recombinant SARS-CoV 3CLpro, quenched FRET peptide cleavage | inhibition, % at 6 µM | actives 0.14% (n = 290,000) | AID 1706; in the data active = inhibition above about 12%
PriA SSB inh – K. pneumoniae PriA-SSBct interaction inhibition. actives 0.6% (n = 430,000). AID 1272365. inhibition, % at 33 µM. AlphaScreen SSBct-PriA binding, biotinylated peptide; in the data active = inhibition mostly above about 37%, no sharp cut-off; inactive = mostly below about 20%;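 also: plate controls were negative control peptide for no effect and reference peptide for full effect; strong numbers were not always called active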
BoNT A protease – blocks Botulinum neurotoxin A light chain protease. multiplex microsphere protease substrate cleavage, flow cytometry. inhibition, % at 10 µM. actives 0.17% (n = 360,000); also: plate controls were buffer without enzyme for full effect and enzyme alone for no effect
BoNT F protease – blocks Botulinum neurotoxin F light chain protease | Multiplex microsphere protease cleavage assay, flow cytometry | actives 0.22% (n = 360,000) | inhibition, % at 10 µM | AID 588497; in the data active = inhibition above about 35%, passing the limit was not always enough; inconclusive = no clear call, values can overlap the other calls; also: plate controls were buffer without enzyme for full effect and enzyme alone for no effect
MazF activator – MazEF (E. coli) toxin RNase activation | activation, % at 20 µM | actives 0.32% (n = 350,000) | AID 504720 | FAM/BHQ RNA-DNA oligo cleavage fluorescence, 5 h | P0AE70; in the data active = activation above about 50%
Target sequence (P0AE70 whole entry, looked up): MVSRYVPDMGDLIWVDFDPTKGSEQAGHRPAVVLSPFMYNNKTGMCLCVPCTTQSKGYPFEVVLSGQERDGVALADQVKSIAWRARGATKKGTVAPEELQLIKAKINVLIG
Anthrax LF prot – inhibitors of Bacillus anthracis lethal factor protease; multiplex microsphere protease cleavage assay, LF; inhibition, % at 10 µM; actives 0.12% (n = 360,000); also: plate controls were buffer without enzyme for full effect and enzyme alone for no effect
Target sequence (P15917 whole entry, looked up): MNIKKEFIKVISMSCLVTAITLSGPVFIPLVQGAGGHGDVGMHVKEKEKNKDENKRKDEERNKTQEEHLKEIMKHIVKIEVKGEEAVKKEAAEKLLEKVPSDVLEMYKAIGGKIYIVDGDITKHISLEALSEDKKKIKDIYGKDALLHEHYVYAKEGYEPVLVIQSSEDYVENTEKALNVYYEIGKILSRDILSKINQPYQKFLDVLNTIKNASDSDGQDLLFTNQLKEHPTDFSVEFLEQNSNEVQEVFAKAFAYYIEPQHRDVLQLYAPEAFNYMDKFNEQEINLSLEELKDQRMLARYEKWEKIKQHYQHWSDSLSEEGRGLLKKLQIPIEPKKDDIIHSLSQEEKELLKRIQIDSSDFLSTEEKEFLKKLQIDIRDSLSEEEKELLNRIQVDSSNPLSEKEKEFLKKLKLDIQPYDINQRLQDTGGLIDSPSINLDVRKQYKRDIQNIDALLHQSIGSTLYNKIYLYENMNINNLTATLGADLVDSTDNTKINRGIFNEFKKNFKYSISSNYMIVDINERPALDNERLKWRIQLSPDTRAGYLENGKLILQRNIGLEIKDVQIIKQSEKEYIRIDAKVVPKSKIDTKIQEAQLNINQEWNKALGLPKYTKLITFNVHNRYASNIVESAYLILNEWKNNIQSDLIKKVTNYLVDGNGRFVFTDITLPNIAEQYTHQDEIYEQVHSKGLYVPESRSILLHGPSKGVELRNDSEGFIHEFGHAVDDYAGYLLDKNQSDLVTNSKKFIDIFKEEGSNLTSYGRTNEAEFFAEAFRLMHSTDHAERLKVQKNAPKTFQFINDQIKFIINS
CCHFV vOTU inh – blocks the CCHF virus ovarian tumor domain protease; inhibition, % at 11.5 µM; actives 0.55% (n = 370,000); CCHFV vOTU protease, Pep-AMC fluorescence; AID 651958; in the data active = inhibition above about 30%; also: 0% = vehicle wells with enzyme and 100% = no enzyme wells
PrPC surface inh – cell surface PrPC inhibition, primary TR-FRET screen; actives 0.43% (n = 370,000); P04156; inhibition, % at 13.8 µM; TR-FRET read-out; in the data active = inhibition above about 24%; also: 0% = median of the test wells and 100% = reference compound wells
Rv3671c inh – inhibits the M. tuberculosis serine protease Rv3671c | P9WHR9 | inhibition, % at 5.96 µM | actives 0.048% (n = 320,000) | AID 2606; in the data active = inhibition above about 38%;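 also: extracellular domain of Rv3671c used as enzyme; 0% = enzyme with DMSO and 100% = no enzyme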
* hit, by the source's call; u = inconclusive; x = no result given; & = joins results of further samples. Rule as the data show it, unless noted: active = inhibition above about 30%; inconclusive = no clear call, values can overlap the other calls; inactive = below that. An excerpt. The share of hits here may be higher or lower than overall.

Start of the data: the first 3 entries (preview)
SMILES | DUSP3 inh | 3CLpro inhibitor | PriA SSB inh | BoNT A protease | BoNT F protease | MazF activator | Anthrax LF prot | CCHFV vOTU inh | PrPC surface inh | Rv3671c inh
CCCCC[C@H](O)/C=C/C1C(=O)C=C[C@H]1C/C=C\CCCC(=O)OC (some centres undefined) | x | x | 4 | -0.1 | -3 | 2 | 2 | 25 | 17 | x
NS(=O)(=O)c1ccc(NC(=O)c2ccc(S(=O)(=O)N3CCCCCC3)cc2)cc1 | x | x | -9 | -0.5 | 0 | 1 | -6 | -7 | 7 | -10
O=C1CCCN1c1ccc(S(=O)(=O)Nc2cccnc2)cc1 | 7 | 2 | -4 | -0.1 | -4 | 6 | 2 | -10 | -2 | 0

This part in full (from the top)
SMILES | DUSP3 inh | 3CLpro inhibitor | PriA SSB inh | BoNT A protease | BoNT F protease | MazF activator | Anthrax LF prot | CCHFV vOTU inh | PrPC surface inh | Rv3671c inh
CCCCC[C@H](O)/C=C/C1C(=O)C=C[C@H]1C/C=C\CCCC(=O)OC (some centres undefined) | x | x | 4 | -0.1 | -3 | 2 | 2 | 25 | 17 | x
NS(=O)(=O)c1ccc(NC(=O)c2ccc(S(=O)(=O)N3CCCCCC3)cc2)cc1 | x | x | -9 | -0.5 | 0 | 1 | -6 | -7 | 7 | -10
O=C1CCCN1c1ccc(S(=O)(=O)Nc2cccnc2)cc1 | 7 | 2 | -4 | -0.1 | -4 | 6 | 2 | -10 | -2 | 0
Cc1c(Cl)cccc1NC(=S)NC1CCCC1 | -14 | -3 | 0 | 1.3 | 6 | 3 | 15 | 8 | 11 | -3
CCOC(=O)c1c(NC(=O)CSc2nnc(-c3ccccc3)n2CC)sc(C(C)=O)c1C | 2 | -4 | 5 | -0.2 | 7 | 1 | 2 | 8 | 17 | -7
Cc1cccc(-n2c(SCC(=O)Nc3nnc(C)s3)nnc2-c2ccoc2C)c1 | -1 | -2 | 4 | -2.0 | -4 | -3 | -3 | 4 | -3 | -9
CCN(CC(=O)NCc1ccc(F)cc1)C(=O)c1ccc(C(=O)c2ccccc2)cc1 | -41 | -1 | -5 | 0.3 | -33 | -5 | 0 | -13 | -1 | -17
CN1CCN(C(=O)CSc2nc(-c3cccs3)cc(-c3cccs3)c2C#N)CC1 | 15 | 6 | -5 | 17 | 12 | -23 | 10 | x | x | 4
O=C(COC(=O)CNC(=O)c1cc(Cl)cc([N+](=O)[O-])c1)NC(=O)NCc1ccco1 | x | x | -15 | -0.1 | 0 | 9 | 7 | 3 | -12 | 5
O=C(OCc1ccccc1)N1CCC2CC1c1cc(/C=C/CCCSc3ncccn3)ccc12 (centres undefined) | x | x | x | 0.0 | -3 | -3 | -12 | 16 | -5 | x
Clc1ccc(Cn2cc(Br)cn2)cc1Cl | -6 | 2 | -82 | -0.7 | -5 | -3 | -2 | -10 | -3 | -6
Oc1ccc(Br)cc1C=Nc1cccn2cc(-c3ccccc3)nc12 | -28 | 1 | 2 | 0.2 | -8 | 8 | -4 | -49 | 4 | -2
CCCSc1nc(-n2ncc(C#N)c2N)c2c3c(sc2n1)CCC(C)C3 (centres undefined) | 31 | 1 | -7 | 0.4 | -5 | -6 | -1 | 16 | 5 | -7
COc1cccc(CNC(=O)C(=O)NCC2CCCN2S(=O)(=O)c2cc(C)ccc2C)c1 (centres undefined) | x | x | -2 | 1.5 | 6 | -7 | 0 | -5 | 2 | 5
CCCC(=O)Nc1ccccc1NC(=O)CN(C)S(=O)(=O)c1ccccc1 | 13 | 1 | -9 | -0.1 | 0 | 1 | 0 | 7 | -3 | -6
COc1ccccc1NC(=O)N1CCC(NC(=O)C2CCCCC2)CC1 | 12 | -4 | -9 | -3.5 | -10 | -7 | 7 | 0 | 8 | -3
COc1ccc(Cl)cc1N=Cc1c(O)cc(C)oc1=O | x | 5 | -10 | 0.6 | -2 | -24 | -5 | -10 | -4 | -3
COC(=O)[C@H](Cc1ccccc1)NC(=O)[C@@H](N)CC(=O)OCc1ccccc1 | x | x | -9 | -0.3 | -4 | 1 | -1 | -7 | 3 | -3
COc1ccc(CN(CC(=O)NCC2CCCO2)C(=O)CCC(=O)Nc2cc(C)ccn2)cc1 (centres undefined) | 15 | -8 | -3 | -1.1 | -32 | 4 | -5 | 2 | 3 | x
N/C(=N\OC(=O)CCCc1ccccc1)c1ccc([N+](=O)[O-])cc1 | -7 | 5 | x | -0.7 | -1 | -17 | -1 | -13 | -4 | 1
Fc1ccc(C2=CC(c3cccs3)n3nnnc3N2)cc1 (centres undefined) | 20 | 2 | -12 | -4.5 | 1 | 0 | 2 | 3 | -2 | -5
Cc1c(C(=O)NCc2ccc([N+](=O)[O-])cc2)sc(=O)n1Cc1ccc(-c2ccccc2)cc1 | x | x | x | -0.3 | -9 | x | -7 | 3 | -8 | x
Cc1ccnn1CCC(=O)N1CCCC(N2CCN(c3cccc(Cl)c3)CC2)C1 (centres undefined) | 39 | 0 | -3 | -1.1 | -3 | 1 | -1 | 9 | -4 | 2
Cc1nn2c(N3CCOCC3)c3c(nc2c1-c1ccccc1)CCCC3 | 20 | -1 | -20&-3 | -0.3 | -3 | -2 | 7 | -13 | 2 | -1
COc1ccc(Nc2ncnc3c2c(C)c(C)n3CCO)cc1 | 27 | -1 | -7 | 0.8 | -12 | 6 | 2 | 15 | 0 | -6

More records follow.
SMILES | DUSP3 inh | 3CLpro inhibitor | PriA SSB inh | BoNT A protease | BoNT F protease | MazF activator | Anthrax LF prot | CCHFV vOTU inh | PrPC surface inh | Rv3671c inh
C=CCNc1ccc(C(=O)O)cc1 | -2 | 1 | 4 | 0.2 | -5 | -3 | 1 | -17 | 9 | -2
c1ccc(NCc2cccnc2)cc1 | 42 | 5 | -9 | -0.4 | 1 | 4 | -6 | -1 | -3 | 7
O=C(COc1ccccc1)N/N=C/c1ccc2c(c1)OCO2 | 30 | -2 | x | 0.1 | -2 | -11 | -8 | -5 | 2 | 12
Cc1cccc(N2CC(O)(c3cccs3)[N+]3=C2CCCC3)c1 (centres undefined) | -3 | 0 | 1 | -1.0 | -9 | -3 | -10 | -2 | 7 | 1
CC1(c2ccccc2)NC(=O)N(CC(=O)Nc2cc(Cl)ccc2N2CCOCC2)C1=O (centres undefined) | x | x | 5 | x | x | 5 | x | 4 | -3 | -2
Cc1nnc(SCC2=C(C(=O)O)N3C(=O)C(NC(=O)COc4ccc(F)cc4)C3SC2)s1 (centres undefined) | x | x | -1 | 1.4 | -66 | -2 | -40 | 3 | -5 | -6
CN1CCN(S(=O)(=O)c2ccc3c(c2)C(C)(C)C(=O)N3C)CC1 | -10 | -6 | -3 | -0.3 | 1 | 4 | -12 | -1 | 2 | 8
CN=C1S/C(=C\c2ccc(Cl)cc2)C(=O)N1C | -16 | 4 | 1 | 0.9 | -19 | 5 | -1 | 7 | -5 | 4
COc1cccc(NC(=O)CNC(=O)[C@@H]2Cc3ccccc3CN2C(=O)OC(C)(C)C)c1 | -10 | -6 | -11 | 0.1 | -2 | -2 | 1 | 0 | 8 | -1
COc1ccc(OC)c(-n2c(CN3CCC(C(N)=O)CC3)nc3ccccc3c2=O)c1 | -12 | -3 | -11 | -0.4 | -9 | -4 | 4 | 6 | 3 | -3
CCOc1ccc(S(=O)(=O)N2CCN(C(=S)NCC3CCCO3)CC2)cc1 (centres undefined) | x | x | -13 | -0.3 | 0 | 2 | -2 | 7 | 3 | 5
COC(=O)c1ccc(CNC(=O)/C=C/[C@H]2O[C@@H](n3cc(C)c(=O)[nH]c3=O)C[C@@H]2O)cc1 | x | x | x | -0.2 | -9 | x | 1 | 4 | 5 | x
CCCCn1c(=O)[nH]c(=O)c2c1nc(CN(C)Cc1cccc(OC)c1OC)n2CCC | 4 | -3 | 3 | 1.2 | 7 | -2 | -2 | -7 | 3 | x
COc1cc(C(=O)NNC(=O)c2cc(-c3ccccc3)n[nH]2)cc(OC)c1C | x | x | 4 | 0.1 | -2 | -14 | -5 | 16 | 26* | -1
FC(F)C(F)(F)C(F)(F)C(F)(F)c1cc(-c2ccccc2)n[nH]1 | 36 | 9 | -24 | -0.3 | -6 | 3 | -2 | 14 | -1 | -26
CCN1C[C@]2(CO)CC[C@H](OC)[C@@]34C5C[C@H]6[C@H](OC)C5[C@](O)(C[C@H]6OC)[C@@](O)(C(OC)C23)[C@@H]14 (some centres undefined) | x | x | 0 | 0.2 | -3 | 7 | -10 | x | x | 2
CCOc1ccc(N2C(=O)C(CC(=O)Nc3ccccc3)N(Cc3ccccn3)C2=S)cc1 (centres undefined) | 25 | 9 | 3 | 0.9 | -9 | -12 | 0 | 5 | -8 | -1
CCOc1ccc(/C=N/n2nnnc2N)cc1OCC | 18 | -1 | x | -8.5 | u | 1 | -2 | 2 | -11 | -5
O=C(N=C1SC2CS(=O)(=O)CC2N1c1ccccc1F)C1CCCCC1 (centres undefined) | -7 | 0 | -5 | 1.4 | 5 | -1 | -2 | -5 | 2 | 4
Cc1nn(C)c(C(=O)NN)c1Cl | 13 | -4 | -11 | -1.0 | -1 | 11 | -9 | 3 | 7 | 0
CCOc1ccc(Cc2nnc(SCC(=O)Nc3c(C)cccc3C)[nH]c2=O)cc1 | x | x | -4&-7 | 2.7 | 6 | -8 | -4 | 11 | -2 | 12
CC(=O)Nc1ccc(-c2cc(N)n(-c3ccccc3)n2)cc1 | 27 | -2 | -1 | 0.2 | -2 | 2 | 0 | 23 | 8 | 1
COc1cc(NC(=O)c2cccc(C)c2)c(OC)cc1NC(=O)CN1CCOCC1 | 11 | 2 | 5 | -0.5 | -1 | -16 | 2 | -2 | 7 | 1
CCCCNC(=O)Cn1nc(Cc2ccncc2)c2ccccc2c1=O | -5 | -4 | -7 | 0.0 | 2 | 12 | -3 | -11 | 3 | -14
c1cncc(-c2nnc(SCc3cccc4ccccc34)o2)c1 | -8 | 1 | -25 | -1.0 | -6 | 13 | -10 | 5 | 12 | -2

Next part:
SMILES | DUSP3 inh | 3CLpro inhibitor | PriA SSB inh | BoNT A protease | BoNT F protease | MazF activator | Anthrax LF prot | CCHFV vOTU inh | PrPC surface inh | Rv3671c inh
COc1ccccc1CN1CN(S(=O)(=O)c2ccccc2)c2nc3ccccc3nc21 | 13 | 0 | 9 | -0.1 | -4 | -2 | -2 | 12 | -9 | -18
Cc1ccc(S(=O)(=O)N2CCC(C(N)=O)CC2)cc1C(=O)NC1CCCCC1 | x | x | 6 | -2.5 | 1 | -2 | 0 | -1 | 0 | -3
O=C(CN1CCC(C(=O)c2ccc3c(c2)OCCO3)CC1)NCc1ccc(F)cc1 | 16 | -3 | -3 | -1.6 | 1 | 6 | -2 | 12 | -2 | -2
Cc1cc(NC(=O)Cc2ccc(Br)cc2)no1 | 34 | -5 | -13 | 2.7 | u | 3 | 6 | 7 | -2 | -5
CC(=O)c1cccc(NC(=S)Nc2ccn(Cc3cccc4ccccc34)n2)c1 | 8 | 11 | 7 | 0.6 | -8 | -1 | -7 | 2 | 0 | -39
CC(C)C(=O)Nc1ccc(C(=O)N/N=C/C2CC3C=CC2C3)cc1 (centres undefined) | 7 | -1 | x | 0.7 | 10 | 7 | -2 | -7 | 2 | -7
Cc1ccc(NS(=O)(=O)c2ccc(C(C)C)cc2)cc1S(=O)(=O)N1CCOCC1 | x | x | -3 | 1.6 | 5 | 2 | 7 | 17 | 18 | -5
Cc1ccc(-n2c3c(cc(C(=O)NCCCN4CCOCC4)c2=O)C(=O)CC(C)(C)C3)cc1 | -2 | x | -1 | -1.2 | -4 | 9 | -4 | 6 | -5 | 0
O=C(Cc1ccc(F)cc1)Nc1cccc(-c2ccc3nncn3n2)c1 | 2 | 5 | -8 | -0.4 | -2 | 3 | -11 | -11 | -13 | -4
C[C@H](NC(=O)c1ccco1)C(=O)N1CCN(c2ccc(C(F)(F)F)cn2)CC1 | x | x | -5 | -0.5 | -5 | -1 | -4 | -8 | -1 | 7
CCn1ccnc1[C@@H]1C[C@H]2CN(Cc3cccc(Cl)c3)C(=O)[C@]23CCCN13 | 3 | -5 | -10 | -1.0 | 0 | 7 | 0 | -9 | -1 | -1
Cc1ccc(-n2nnc3c(=O)n(Cc4ccccc4C)cnc32)cc1 | 32 | 2 | -3 | 0.3 | -17 | -19 | -11 | 11 | -1 | 1

Assay outcomes deposited in PubChem by several laboratories.
